Screens from PubChem.
CCHFV vOTU inh: CCHFV vOTU protease inhibition; Pep-AMC fluorescence; inhibition, % at 11.5 µM; 0.55% of 370,000 active; in the data active = inhibition above about 30%; note: 0% = vehicle wells with enzyme and 100% = no enzyme wells
SARS 3CLpro inh: SARS-CoV 3CLpro protease inhibition; 0.14% of 290,000 active; recombinant SARS-CoV 3CLpro, quenched FRET peptide cleavage; inhibition, % at 6 µM; AID 1706; in the data active = inhibition above about 12%
DUSP3 inh: blocks human VHR1 dual specificity phosphatase; inhibition, % at 13.3 µM; recombinant VHR phosphatase, pNPP absorbance; 0.52% of 290,000 active; P51452; AID 1654; in the data active = inhibition above about 50%; note: some compounds called inactive have numbers as strong as hits
Target sequence (P51452 whole entry, looked up): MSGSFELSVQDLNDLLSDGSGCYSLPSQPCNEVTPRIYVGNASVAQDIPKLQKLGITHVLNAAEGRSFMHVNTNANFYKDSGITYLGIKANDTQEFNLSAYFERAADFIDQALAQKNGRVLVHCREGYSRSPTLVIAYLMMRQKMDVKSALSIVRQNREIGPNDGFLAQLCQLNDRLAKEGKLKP
PrPC TRFRET: reduces human prion protein on the cell surface; P04156; cell surface PrPC, TR-FRET read-out; inhibition, % at 13.8 µM; 0.43% of 370,000 active; in the data active = inhibition above about 24%; note: 0% = median of the test wells and 100% = reference compound wells
SSB-PriA inh: inhibitors of Klebsiella pneumoniae PriA binding to SSB C-terminal tail | AlphaScreen SSBct-PriA binding, biotinylated peptide | inhibition, % at 33 µM | 0.6% of 430,000 active; in the data active = inhibition mostly above about 37%, no sharp cut-off; inactive = mostly below about 20%;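 note: plate controls were negative control peptide for no effect and reference peptide for full effect; strong numbers were not always called active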
* marks the source's active call; other numbers are inactive results; & = joins results of further samples. An excerpt. The share of hits here may be higher or lower than overall.

For COc1ccc(Cl)cc1C(=O)Nc1cnc(-n2ccnc2C)nc1 the results were SSB-PriA inh -2.
`CC(N)=NS(=O)(=O)c1ccc(Cl)cc1` gave SSB-PriA inh 1.
`O=C1CSC(=O)N1CCBr` gave SSB-PriA inh 7.
Cc1nc2scc(-c3ccc(F)cc3)c2c(=O)n1/N=C\N(C)C was read as SSB-PriA inh -8.
`COc1ccc(Cl)cc1C(=O)NCC(c1cccs1)N1CCc2ccccc21` (stereo unspecified) gave SSB-PriA inh -26&-14.
Screening CC(C)c1ccc(OCC(=O)N(Cc2cccn2C)C2CC2)cc1 returned SSB-PriA inh 18.
Cc1ccc(N2CC(NC(=O)Nc3ccc(Br)cc3F)CC2=O)cc1 (stereo unspecified) was read as SSB-PriA inh 9.
O=C(NCc1ccsc1)C1(c2ccccc2)CCOCC1 was read as SSB-PriA inh 4.
Screening O=C(Nc1ccccc1F)N1CCN(c2ccc(-c3ccc(F)cc3)nn2)CC1 returned SSB-PriA inh -4.
`Cc1ccc(S(=O)(=O)C(CNC(=O)C(=O)NCc2cccs2)c2ccco2)cc1` (stereo unspecified) gave SSB-PriA inh 6.
Cc1ccc(C)c(C(=O)/C=C/C=C/c2ccccc2)c1 was read as SSB-PriA inh -3.
O=C(Cc1csc(Nc2cccc(Cl)c2)n1)NCc1ccccc1 was read as SSB-PriA inh -2.
For O=C(NCC[C@H](O)c1ccccc1)c1ccc(-c2ccccc2)cc1 the results were SSB-PriA inh -14.
Cn1cnc(S(=O)(=O)NCCNC(=O)c2ccccc2Cl)c1 was read as SSB-PriA inh -11.
Screening N#Cc1c2c(c(NCc3ccccc3)n3c1nc1ccccc13)CCCC2 returned SSB-PriA inh -8.
`COc1cnc(-c2ccccn2)nc1Oc1cc(Cl)cc(Cl)c1` gave SSB-PriA inh 63*.
CS(=O)(=O)N1CCC(c2nnc(C3CC3)s2)CC1 was read as SSB-PriA inh -9.
For O=C(NCCn1ccnc1-c1ncccn1)C1(c2cccs2)CCCC1 the results were SSB-PriA inh 21.
CC(C)(C)[C@@H](O)CCNC(=O)Nc1ccccc1 was read as SSB-PriA inh -11.
For CN(C)S(=O)(=O)c1ccc(C(=O)NCC(=O)NN=Cc2ccccc2)cc1 the results were SSB-PriA inh 4.
Screening Cc1[nH]c2ccccc2c1C=NNC(=O)c1cc(-c2cccs2)[nH]n1 returned SSB-PriA inh 14.
O=C(NCC1CCN(C(=O)Nc2ccc(F)cc2)CC1)c1ccc(OC(F)(F)F)cc1 was read as SSB-PriA inh 20.
Screening O=C(NC1CCS(=O)(=O)C1)C1CCCO1 (stereo unspecified) returned SSB-PriA inh -12.
For CO[C@@H](CNC(=O)c1ccc(F)cc1)c1ccccc1C the results were SSB-PriA inh -5.
For Cc1ccc([C@H](CNS(=O)(=O)c2ccc3c(c2)CCCC3)N2CCOCC2)cc1 the results were SSB-PriA inh 9.
For COc1cc(-c2cc(C(=O)NCC3CCCN3c3ccccc3)[nH]n2)cc(OC)c1OC (stereo unspecified) the results were SSB-PriA inh 59*.
Screening CCc1ccccc1NC(=O)CSC1CC(=O)N(c2ccc(C(=O)OC)cc2)C1=O (stereo unspecified) returned SSB-PriA inh 9.
Cc1nc2ccccc2n1CC(N)=O was read as SSB-PriA inh 4.
COc1ccccc1NC(=O)NCC(c1ccsc1)N(C)C (stereo unspecified) was read as SSB-PriA inh -7.
`COc1cc(OC)c(OC)cc1C=NNC(=O)CSc1ccccc1F` gave SSB-PriA inh 0.
Screening COC(=O)c1ccccc1NC(=O)C=NO returned SSB-PriA inh -10.
Screening CC(C)C(=O)Nc1nsc(-c2ccc(Cl)cc2)n1 returned SSB-PriA inh 0.
Screening CCCCCN=C(N)C(Cl)(Cl)Cl returned SSB-PriA inh -13.
For O=C(COc1ccc(Cl)cc1Cl)N/N=C\c1ccc([N+](=O)[O-])cc1 the results were SSB-PriA inh 20.
For Cc1ccc(-c2ccc(=O)n(CCNC(=O)NCc3ccccc3)n2)cc1 the results were SSB-PriA inh 4.
Screening Cc1ccc(Cn2c(SCC(=O)NN=Cc3ccc(C)o3)nc3ccccc32)cc1 returned SSB-PriA inh 4.

Compounds listed so far that have fluorine:
Cc1nc2scc(-c3ccc(F)cc3)c2c(=O)n1/N=C\N(C)C was read as SSB-PriA inh -8.
Cc1ccc(N2CC(NC(=O)Nc3ccc(Br)cc3F)CC2=O)cc1 (stereo unspecified) was read as SSB-PriA inh 9.
Screening O=C(Nc1ccccc1F)N1CCN(c2ccc(-c3ccc(F)cc3)nn2)CC1 returned SSB-PriA inh -4.
O=C(NCC1CCN(C(=O)Nc2ccc(F)cc2)CC1)c1ccc(OC(F)(F)F)cc1 was read as SSB-PriA inh 20.
For CO[C@@H](CNC(=O)c1ccc(F)cc1)c1ccccc1C the results were SSB-PriA inh -5.
`COc1cc(OC)c(OC)cc1C=NNC(=O)CSc1ccccc1F` gave SSB-PriA inh 0.

New compounds follow
For CS(=O)(=O)c1ccc2nc(NC(=O)c3cc(-c4ccccc4)nc4ccccc34)sc2c1 the results were SSB-PriA inh -11&4.
CCc1ccc(S(=O)(=O)NC2CCN(c3nccs3)C2)s1 (stereo unspecified) was read as SSB-PriA inh 0.
`O=C(CC(c1ccccc1)c1ccccc1)Nc1c(C(=O)Nc2ccc3c(c2)OCO3)oc2ccccc12` gave SSB-PriA inh -11.
`CCCCC(=O)Nc1nnc(-c2ccno2)o1` gave SSB-PriA inh -9&-5.
For C=CCSc1nncn1N=Cc1ccc(OC)cc1 the results were SSB-PriA inh 1.
For CCCc1cc(C(=O)NN=Cc2ccc(C)o2)c2ccccc2n1 the results were SSB-PriA inh -1.
For COc1cc2nc(N(CCN(C)C)C(=O)c3cccc(N4C(=O)CCC4=O)c3)sc2cc1OC the results were SSB-PriA inh -3.
`O=C(CC(=O)NN=Cc1ccc(F)cc1)NCCc1ccccc1` gave SSB-PriA inh -5.
Cn1c(C(F)(F)F)nn(CCNC(=O)c2c(F)cccc2Cl)c1=O was read as SSB-PriA inh -5.
N#CCn1nc(-c2ccc(Br)cc2)ccc1=O was read as SSB-PriA inh -1.
For CCOc1ccc(CNC(=O)c2cnc(OC)nc2)cc1 the results were SSB-PriA inh -6.
COc1ccc(N2CCN(c3ncnc4c3cnn4CCNC(=O)c3cc(C)on3)CC2)cc1 was read as SSB-PriA inh -2.
Screening O=Nc1cc(CN2CCOCC2)c(O)c2ncccc12 returned SSB-PriA inh 28.
Cc1nnc2ccc(OCCNS(=O)(=O)c3ccc(OC(F)(F)F)cc3)nn12 was read as SSB-PriA inh -4.
O=C(Cc1cccnc1)N1CC[C@H](Oc2cnccn2)C1 was read as SSB-PriA inh -11.
For O=C(Cc1cccc2ccccc12)Nc1cc(Br)ccc1C(=O)c1ccccc1 the results were SSB-PriA inh -5.
`O=C(CC(=O)N/N=C\c1ccco1)N/N=C\c1ccco1` gave SSB-PriA inh -1.
Screening CCOC(=O)Cn1c(=NC(=O)c2ccccc2[N+](=O)[O-])sc2cc(NC(C)=O)ccc21 returned SSB-PriA inh 17.
COc1ccc(N2CC(NC(=O)Nc3cccc(Cl)c3C)CC2=O)cc1OC (stereo unspecified) was read as SSB-PriA inh 4&5.
Screening COCCCNC(=O)C1CN(c2nc3ccccc3s2)C1 returned SSB-PriA inh 1.
Screening CC[n+]1ccc(C=C2Sc3ccccc3N2CCCS(=O)(=O)[O-])c2ccccc21 returned SSB-PriA inh -10.
COC(=O)Cn1c(=NC(=O)c2ccnn2C)sc2cc(S(N)(=O)=O)ccc21 was read as SSB-PriA inh -2.
COC(=O)c1ccc(CSc2nnc(NC(=O)Nc3ccc(F)cc3)s2)o1 was read as SSB-PriA inh -13.
`O=C(Nc1cnn(C2CCOCC2)c1)c1ccc2nc[nH]c2c1` gave SSB-PriA inh -24.

The closing three compounds of the part before lead into the next.
COC(=O)Cn1c(=NC(=O)c2ccnn2C)sc2cc(S(N)(=O)=O)ccc21 was read as SSB-PriA inh -2.
COC(=O)c1ccc(CSc2nnc(NC(=O)Nc3ccc(F)cc3)s2)o1 was read as SSB-PriA inh -13.
`O=C(Nc1cnn(C2CCOCC2)c1)c1ccc2nc[nH]c2c1` gave SSB-PriA inh -24.
For COC(=O)c1ccc(C2C(S(=O)(=O)c3ccc(C)cc3)=C(O)C(=O)N2c2ccc(F)cc2)cc1 (stereo unspecified) the results were SSB-PriA inh -6.
`C=C(C)C1CC=C(C)C(=NNC(=O)COc2cccc(C)c2)C1` (stereo unspecified) gave SSB-PriA inh -11.
`COCCn1c(=S)[nH]c2cc(C(=O)NCCc3ccc(Cl)cc3)ccc2c1=O` gave SSB-PriA inh 1.
For COC(=O)c1ccc(S(=O)(=O)NC[C@H](O)c2ccc3c(c2)CCO3)cc1 the results were SSB-PriA inh -16.
`CSc1ccc2nc(N3CCNCC3)sc2c1` gave SSB-PriA inh 15.
For COC(=O)CSc1nc2c(c(-c3cccs3)c1C#N)CC/C2=C/c1cccs1 the results were SSB-PriA inh -6.
`O=C(Nc1ccccc1-c1nc2ccccc2s1)c1ccc([N+](=O)[O-])o1` gave SSB-PriA inh -16.
OC(c1ccccc1)(c1ccccc1)c1ccccn1 was read as SSB-PriA inh 23.
Screening Cc1cc(CCNC(=O)COc2cccc3c2OC(C)(C)C3)on1 returned SSB-PriA inh -19.
CCCCOc1cccc(C(=O)Nc2nc(-c3ccc(F)cc3)cs2)c1 was read as SSB-PriA inh -18.
Screening Cc1c(S(=O)(=O)CCNC(=O)Nc2ccccc2Cl)c2ccccc2n1C returned SSB-PriA inh 7.
O=C(Cc1cn(Cc2ccccc2)c2ccccc12)N1CCCC1 was read as SSB-PriA inh -3.
COCCNC(=O)C1CN(c2ncnc3c2nnn3C)C1 was read as SSB-PriA inh 2.
`Cn1c(SCC(=O)c2ccc(Cl)cc2)nnc1-c1cccc(S(=O)(=O)N2CCCCC2)c1` gave SSB-PriA inh 13.
`N=C1SC(c2ccccc2)CC(=O)N1c1ccccc1` (stereo unspecified) gave SSB-PriA inh -2.
For O=C(Cn1nc2n(c(=O)c1=O)CCN2c1ccccc1)N1CCC(Cc2ccccc2)CC1 the results were SSB-PriA inh 0.
Cc1nc2c(ccc3nc(Nc4nc5ccc(Cl)cc5s4)sc32)s1 was read as SSB-PriA inh -1.
For Cn1nc(-c2ccccc2)cc1C(=O)N1CCN(CCn2ccnc2-c2ccccc2)CC1 the results were SSB-PriA inh 0.
CCCOc1ccc2[nH]c(C(=O)NN=Cc3cc(OC)c(OC)c(OC)c3)cc2c1 was read as SSB-PriA inh 5.
`O=S(=O)(/C=C/c1ccccc1)N1CCC(c2nnc(C3CC3)o2)CC1` gave SSB-PriA inh -7.
Screening O=C1CCC(=O)N1c1ccc(S(=O)(=O)Nc2ccn3nccc3c2)cc1 returned SSB-PriA inh -8.
`CSc1cccc(-c2nnc(NC(=O)CCOc3ccccc3)o2)c1` gave SSB-PriA inh -13.
`COc1ccc(CCn2c(=O)c3cccnc3n(CC(=O)Nc3ccc(C)cc3C)c2=O)cc1OC` gave SSB-PriA inh -2.
O=C(CN1C(=O)CCC1=O)C(=O)Nc1ccc(Br)cc1C(=O)c1ccccc1Cl was read as SSB-PriA inh 13.
Screening O=C(Nc1ccncc1NC(=O)c1ccc([N+](=O)[O-])s1)c1ccc([N+](=O)[O-])s1 returned SSB-PriA inh -8.
`C(=Nn1cnnc1)c1ccc2c(c1)OCCO2` gave SSB-PriA inh -4.
Cn1cccc1CN(Cc1cccs1)C(=O)c1ccc(OC(F)(F)F)cc1 was read as SSB-PriA inh 10.
Screening COc1cccc(C(=O)N(CCn2nc(C)cc2C)c2nc3ccccc3s2)c1OC returned SSB-PriA inh 8.
For Cc1cc(C(=O)N2CCN(c3cc4c(nn3)CCCC4)CC2)n[nH]1 the results were SSB-PriA inh -3.
For O=C(NN=Cc1ccoc1)c1ccc(Br)cc1 the results were SSB-PriA inh -5.
CSc1nn(CC(=O)Nc2cc(Cl)ccc2C)c(N)c1-c1nc(-c2ccc3c(c2)OCO3)no1 was read as SSB-PriA inh -6.
`CC(=O)N1CC(C(=O)Nc2cc(C(C)(C)C)no2)C1` gave SSB-PriA inh 3.
CC(C)(C)NS(=O)(=O)c1ccc2c(c1)Cc1cc(S(=O)(=O)NC(C)(C)C)ccc1-2 was read as SSB-PriA inh 12.
COc1ccc(OC)c(C=NNC(=O)C(O)c2ccccc2)c1 (stereo unspecified) was read as SSB-PriA inh -6.
For Cc1cc(NC(=O)CN2CC3CC(C2)c2cccc(=O)n2C3)nc2c1c(=O)oc1ccccc12 (stereo unspecified) the results were DUSP3 inh 2 and SSB-PriA inh -5.
Cc1cc2cc(CCNC(=O)c3c(-c4ccccc4Cl)noc3C)c(=O)[nH]c2cc1C was read as SARS 3CLpro inh 6, DUSP3 inh 6 and SSB-PriA inh 2.
Screening CN(C(=O)COc1ccc(Cl)cc1)c1nnc(C23CC4CC(CC(C4)C2)C3)s1 returned SARS 3CLpro inh 1, DUSP3 inh 3 and SSB-PriA inh -3.
Screening CCOC(=O)Cn1cc(CN2C(C(=O)OC)CN(Cc3ccc(OC)cc3)CCS2(=O)=O)nn1 (stereo unspecified) returned CCHFV vOTU inh 1 and PrPC TRFRET 2.
For COc1ccc(S[C@]2(C(=O)N3CCOCC3)CC(=O)N(C(=O)c3ccccc3)[C@@H]2c2ccc(OC)cc2)cc1 the results were CCHFV vOTU inh 0 and PrPC TRFRET -6.
